Compound activity (PubChem)
miR-122 sensor: blocks miR-122 activity in Huh7 sensor cells | activation (reporter increase), % at 12.5 µM | Huh7 miR-122 Renilla luciferase sensor, 48 h; neutral wells = 0, positive control = 100 | 0.3% of 340,000 active | AID 602342;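 active = mean replicate activation score at least 90 and every replicate individually at or above 90; inconclusive = only one of the two criteria met; inactive = neither criterion met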;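 also: higher luciferase means less miR-122 activity so hits act as miR-122 inhibitors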
ERp5 inh: blocks human ERp5 reductase activity on insulin; Q15084; ERp5 insulin aggregation, absorbance 650 nm, 90 min; inhibition, % at 9.99 µM; 0.05% of 350,000 active;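 active = mean replicate inhibition above about 25%, with every replicate also reaching it, limit read from the data, passing the limit was not always enough; inconclusive = only one of those two criteria met; inactive = neither criterion met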
Target sequence (Q15084 whole entry, looked up): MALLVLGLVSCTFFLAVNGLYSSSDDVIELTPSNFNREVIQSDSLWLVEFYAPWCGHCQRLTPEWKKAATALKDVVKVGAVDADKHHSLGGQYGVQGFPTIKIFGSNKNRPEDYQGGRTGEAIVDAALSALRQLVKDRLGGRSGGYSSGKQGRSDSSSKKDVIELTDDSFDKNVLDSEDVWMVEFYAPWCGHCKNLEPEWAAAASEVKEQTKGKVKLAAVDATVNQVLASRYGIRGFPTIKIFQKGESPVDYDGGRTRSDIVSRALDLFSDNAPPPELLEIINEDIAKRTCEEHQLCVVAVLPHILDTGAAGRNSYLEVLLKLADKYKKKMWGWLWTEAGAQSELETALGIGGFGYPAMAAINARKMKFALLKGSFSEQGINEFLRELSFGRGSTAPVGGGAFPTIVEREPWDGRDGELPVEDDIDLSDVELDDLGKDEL
Casp6 inh: inhibitors of human caspase-6; purified caspase-6, Z-VEID-R110 cleavage fluorescence; inhibition, % at 12.5 µM; 0.53% of 350,000 active;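 active = mean inhibition across replicates at least about 35%, with every replicate also reaching that limit, limit read from the data; inconclusive = only one of the two criteria met; inactive = neither criterion met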;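 also: 0% = median of neutral control wells and 100% = no fluorescence left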
Target sequence (P55212 24-179 limits assumed): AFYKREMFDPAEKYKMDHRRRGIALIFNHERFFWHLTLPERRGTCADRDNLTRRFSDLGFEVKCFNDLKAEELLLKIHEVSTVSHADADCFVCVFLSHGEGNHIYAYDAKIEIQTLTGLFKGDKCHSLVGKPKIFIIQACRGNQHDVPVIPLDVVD
Target sequence (P55212 194-293 limits assumed): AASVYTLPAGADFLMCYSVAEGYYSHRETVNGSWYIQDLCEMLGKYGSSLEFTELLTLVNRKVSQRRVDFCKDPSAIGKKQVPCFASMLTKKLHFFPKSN
F508del corr: CFTR F508del correction in bronchial cells; 0.36% of 350,000 active; CFBE cells, YFP halide quenching; stimulated with forskolin plus potentiator P3; % fluorescence drop versus neutral controls; activity (quench increase), % at 7.58 µM;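 active = mean added fluorescence quench of at least 8% versus neutral control, with both replicates also reaching 8%; inconclusive = only one of the mean or replicate conditions met; inactive = mean below 8% and not both replicates reaching 8%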;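 also: cells transiently co-express mutant CFTR-F508del with the halide-sensitive YFP; corrector assay measuring rescue of mutant channel to the surface after 24 h compound exposure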
ERAP1 inh: ERAP1 (human) enzyme inhibition; recombinant ERAP1, Leu-AMC fluorescence, 60 min; inhibition, % at 10.7 µM; 0.15% of 340,000 active;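 active = mean replicate inhibition of at least 30%, or all replicates individually reaching that 30% level; inactive = mean below 30% and not every replicate reaching it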;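 also: 0% = neutral control wells and 100% = L-leucinethiol positive control wells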
SIRT5 inh: blocks human SIRT5 desuccinylation of peptide. Q9NXA8. Purified SirT5, succinyl-peptide AMC, trypsin-coupled fluorescence. inhibition, % at 15 µM. 1.1% of 330,000 active. AID 652115; in the data active = inhibition above about 15%; inconclusive = no clear call, values can overlap the other calls
Target sequence (Q9NXA8 whole entry, looked up): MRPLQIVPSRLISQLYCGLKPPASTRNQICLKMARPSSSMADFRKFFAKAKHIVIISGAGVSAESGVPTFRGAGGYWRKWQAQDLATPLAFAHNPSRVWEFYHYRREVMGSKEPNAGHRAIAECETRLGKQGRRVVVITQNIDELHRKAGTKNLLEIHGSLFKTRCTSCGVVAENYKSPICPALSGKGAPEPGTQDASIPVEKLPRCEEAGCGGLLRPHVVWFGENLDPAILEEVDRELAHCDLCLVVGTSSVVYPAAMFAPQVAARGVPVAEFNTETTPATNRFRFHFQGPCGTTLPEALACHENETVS
DENV2 CPE rescue: protects cells from dengue virus 2 cytopathic effect | DENV2-infected cells, cytopathic effect rescue, plate reader | CPE inhibition, % at 9.99 µM | 1.7% of 350,000 active | AID 651640; in the data active = CPE inhibition above about 20%, passing the limit was not always enough; inconclusive = no clear call, values can overlap the other calls; tested in BHK-21 cells;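 also: 0% = median of neutral control wells and 100% = median of positive control wells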
* hit, by the source's call; ? = inconclusive; . = no result given; [ ] = remark or other dose. This is a random part of the collection; about 4% have a hit in one of these screens.

item	miR-122 sensor	ERp5 inh	Casp6 inh	F508del corr	ERAP1 inh	SIRT5 inh	DENV2 CPE rescue	structure
1	6[16.7 µM]	-6	-2	-2.8	8	5	-6	Cc1noc(C)c1NC(=O)Nc1cccc2c1O[C@H](CN(C)CC1CCCCC1)[C@H](C)CN([C@H](C)CO)C2=O
2	3	2	-3	-6.8	1	-1	8	CCCc1cc(C(=O)N2CCCC(Nc3ccc(C)c(C)c3)C2)n(C)n1 (stereo not given)
3	-6	2	12	-1.2	3	6	1	O=[N+]([O-])c1cc(Br)c(O)c(C=Nc2ccc(N3CCOCC3)cc2)c1
4	.	2	-1	-1.9	-1	-1	1	COc1ccccc1C#Cc1ccc([C@H]2[C@@H](CO)N(C(=O)C3CCCC3)[C@H]2C#N)cc1
5	0	1	1	2.4	2	1	-3	O=C(NC1CC1)c1cccc(S(=O)(=O)N2CCOCC2)c1
6	-8	0	0	1.6	0	-3	11	CCCCN(C=O)c1c(CC)nc2c(OCc3cc(Cl)cc(Cl)c3)cccn12
7	.	-10	-1	.	-1	2	.	O=C(CN(c1ccc(F)cc1)S(=O)(=O)c1ccc2c(c1)OCCO2)NCc1cccnc1
8	11	4	1	-0.5	0	4	-3	COc1ccc(N(CCC(=O)Nc2ccccc2F)S(=O)(=O)c2ccc(C)cc2C)cc1
9	-5	-1	3	-3.8	-3	-1	11	O=C(NNC(=O)c1ccncc1)c1ccccc1
10	-5	3	0	0.9	1	2	7	C=CCNC(=O)c1ccccc1SCc1c(C)noc1C
11	-17[16.7 µM]	.	.	0.7	.	.	1	CC(=O)Nc1ccc2c(c1)C(=O)N(C)[C@@H]1CC[C@H](CC(=O)NC3CCCCC3)O[C@@H]1CO2
12	.	6	8	-1.0	4	-6	0	Cc1csc2nc(SCC(=O)N3CCN(c4ccccc4)CC3)[nH]c(=O)c12
13	.	-17	1	1.2	2	-3	0	COc1ccc(-n2ccnc2SCC(=O)Nc2cc(C)on2)cc1
14	-1	2	1	0.5	-2	0	-5	COc1ccc(OC(C)C(=O)N(C)Cc2nc(-c3ccccc3)no2)cc1 (stereo not given)
15	.	-5	1	.	7	1	.	Cc1nc(NC(=O)CSc2nnc(Cn3nnc4ccccc43)n2C)sc1C
16	7	6	-3	0.6	-5	-1	14	Cc1cccc(CN2CCN(Cc3cccc(-n4cccn4)c3)CC2CCO)n1 (stereo not given)
17	0[16.7 µM]	-2	-8	0.2	0	2	-5	O=C(c1ccncc1)N1CCCCN2[C@H](CO)[C@@H](c3ccc(-c4ccccc4)cc3)[C@H]2C1
18	.	-2	0	-2.1	-5	4	-7	CC(C)C#Cc1ccc([C@H]2[C@@H](CO)N3C(=O)CN(C(=O)NC4CCCC4)C[C@H]23)cc1
19	22[16.7 µM]	-1	-6	-3.5	-1	3	124*	C[C@@H]1CN([C@@H](C)CO)C(=O)c2cc(NC(=O)Nc3ccc(F)cc3)ccc2O[C@@H](C)CCCCO[C@H]1CN(C)S(=O)(=O)c1ccccc1
20	.	0	1	-1.8	0	0	2	CO[C@@H](CN(C)S(=O)(=O)c1ccccc1)[C@H](C)CN(C(=O)Nc1ccccc1F)[C@@H](C)CO
21	.	0	2	-1.1	-4	1	10	COCC(=O)Nc1ccc2c(c1)OC[C@@H](C)N(Cc1ccccc1C(=O)O)C[C@@H](C)[C@H](OC)CN(C)C2=O
22	0	4	-3	0.9	2	-3	8	CC1=C(C(N)=O)S(=O)(=O)c2ccccc21
23	-9	7	0	-0.7	.	-3	14	CCCC(=O)NC(=S)Nc1ccc(N2CCN(C(=O)c3cccs3)CC2)cc1
24	-2	2	1	-1.2	5	-4	5	CCN(c1cccc(C)c1)S(=O)(=O)c1c(C)[nH]c(C)c1C(=O)N1CCCCC1
25	9	-25	7	3.8	-1	-3	10	O=C(NCC(c1cccs1)N1CCOCC1)c1cn(-c2ccccc2)nc1-c1ccc(Cl)cc1 (stereo not given)
26	18	-3	-4	-1.9	-1	-2	-11	COCCNC(=S)N1CCC2CC1c1c(Cl)cccc12 (stereo not given)
27	.	3	1	-1.0	71*	-2	1	CCn1c(C)[n+](CC)c2ccc(C(=O)N(C)c3ccccc3)cc21
28	-3	3	1	.	-4	-12	.	O=C(COc1ccc2c3c(c(=O)oc2c1)CCCC3)NCCN1CCOCC1
29	2	9	1	-0.2	1	.	0	O=C1c2ccccc2S(=O)(=O)c2cc(C(=O)N3CCN(c4ncccn4)CC3)ccc21
30	.	5	0	-3.5	4	2	3	CCC[C@@H]1CCCO[C@@](C(=O)NCc2ccc(S(C)(=O)=O)cc2)(C(F)(F)F)C1

Some entries already given with just F508del corr and ERp5 inh.
# | SMILES | F508del corr | ERp5 inh
9 | O=C(NNC(=O)c1ccncc1)c1ccccc1 | -3.8 | -1
4 | COc1ccccc1C#Cc1ccc([C@H]2[C@@H](CO)N(C(=O)C3CCCC3)[C@H]2C#N)cc1 | -1.9 | 2
27 | CCn1c(C)[n+](CC)c2ccc(C(=O)N(C)c3ccccc3)cc21 | -1.0 | 3
14 | COc1ccc(OC(C)C(=O)N(C)Cc2nc(-c3ccccc3)no2)cc1 (stereo not given) | 0.5 | 2

(continued)
item	miR-122 sensor	ERp5 inh	Casp6 inh	F508del corr	ERAP1 inh	SIRT5 inh	DENV2 CPE rescue	structure
31	1	2	0	0.2	-2	0	10	CN(C(=O)Nc1cccc(C(F)(F)F)c1)C1CCCCC1
32	.	-3	1	1.2	.	.	6	CC(C)C[C@H]1COc2ccc(Cl)cc2S(=O)(=O)N1
33	-3[16.7 µM]	0	-3	-1.5	1	0	-1	CNC[C@@H]1Oc2ccc(NC(=O)CCC(F)(F)F)cc2C(=O)N([C@H](C)CO)C[C@H]1C
34	5[16.7 µM]	-2	0	-1.3	0	-2	-2	Cc1noc(C)c1NC(=O)Nc1ccc2c(c1)C(=O)N([C@@H](C)CO)C[C@@H](C)[C@@H](CN(C)S(=O)(=O)c1ccccc1)OCCCC[C@H](C)O2
35	.	-2	2	5.6	-2	3	17	CC(C)C#Cc1ccc([C@@H]2[C@H](CO)N3C(=O)CN(C(=O)c4ccc5c(c4)OCO5)C[C@@H]23)cc1
36	.	-1	0	-0.8	0	6	?	COc1ccc(NC(=O)N2CC(=O)N3[C@H](C2)[C@@H](c2ccc(-c4ccc(C)cc4)cc2)[C@@H]3CO)cc1
37	11[16.7 µM]	-5	0	-4.5	0	2	4	Cc1ccc(S(=O)(=O)Nc2cccc3c2O[C@@H](CN(C)C)[C@@H](C)CN([C@H](C)CO)C3=O)cc1
38	-4	0	1	-0.1	2	5	19	CN(CC(=O)Nc1ccc(F)cc1)C(=O)CN1C(=O)NC2(CCCc3ccccc32)C1=O (stereo not given)
39	-5[16.7 µM]	.	.	-0.6	.	.	7	COc1ccc(NC(=O)N(C)C[C@H]2OCCCC[C@@H](C)Oc3ccc(NS(=O)(=O)c4c(C)noc4C)cc3C(=O)N([C@@H](C)CO)C[C@H]2C)cc1
40	4	6	1	-0.5	14	.	4	CCOCCC(=O)Nc1ccc2c(c1)c(=O)n(C)n2Cc1cccc(C(F)(F)F)c1
41	.	-1	0	0.8	.	.	-1	Cc1cccc(NC(=O)c2ccc(CN3CCN(Cc4ccccc4)CC3)cc2)c1
42	-5	0	-1	-4.6	-2	.	4	CCOc1ccc(C(C(=O)NC2CCCC2)N(C(=O)CNC(=O)c2ccco2)c2cccnc2)cc1 (stereo not given)
43	.	-4	1	-2.1	1	.	14	O=C(C=Cc1ccccc1)NCCNC(=O)C=Cc1ccccc1
44	5[16.7 µM]	6	-1	1.9	1	6	-5	C[C@H](CO)N1C[C@H](C)[C@H](CN(C)S(=O)(=O)c2ccc(Cl)cc2)Oc2ccc(NC(=O)C3CCCCC3)cc2CC1=O
45	-12	-3	0	-4.7	0	-4	-2	Cc1cc(C)n2nc(C(=O)Nc3cc(S(=O)(=O)N4CCCCC4)ccc3C)nc2n1
46	-10	5	13	-2.0	10	.	-3	Cc1ccc2nc(N3CCOCC3)c3nncn3c2c1
47	4[16.7 µM]	.	.	1.9	.	.	-4	Cc1noc(C)c1S(=O)(=O)Nc1ccc2c(c1)CC(=O)N([C@@H](C)CO)C[C@H](C)[C@H](CN(C)C(=O)Nc1ccc3c(c1)OCO3)O2
48	-4	1	-31	1.2	0	1	18	CC1(c2ccc(Cl)cc2)NC(=O)N(CC(=O)Nc2ccc(N3CCCCC3)cc2)C1=O (stereo not given)
49	.	5	-2	3.4	-2	-2	1	OCCC1CN(Cc2cc(F)ccc2F)CCN1CCCc1ccccc1 (stereo not given)
50	.	7	0	6.3	3	-4	-7	COc1ccc2c(c1)C(NC(C)=O)C(=O)N2CCc1ccccc1 (stereo not given)
51	.	3	-2	-0.4	1	-9	0	O=C(COC(=O)C1=COCCO1)Nc1c(F)cccc1F
52	6	0	0	1.4	-1	-2	9	CN(C)/C(=N\S(=O)(=O)c1ccc(Cl)cc1)c1ccc(F)cc1
53	0	-4	2	-2.0	7	1	-1	COc1cc(C2/C(=C(\O)c3ccc4c(c3)OCCO4)C(=O)C(=O)N2c2nnc(C)s2)cc(OC)c1OC (stereo not given)
54	.	-12	0	1.7	0	0	1	Cc1ccc(S(=O)(=O)N[C@@H]2CC[C@H](CCn3cc(-c4cccnc4)nn3)O[C@H]2CO)cc1
55	6	-1	-6	-1.9	3	2	-6	Cc1ccccc1NS(=O)(=O)c1ccc(C(=O)NCC(c2ccccc2)N(C)C)cc1 (stereo not given)
56	-18[16.7 µM]	4	-2	-4.8	3	0	-11	CC(=O)NC[C@H]1[C@H](c2ccc(-c3cccc(F)c3)cc2)[C@@H](CO)N1C(C)=O
57	44	-4	1	.	3	7	4	O=[N+]([O-])c1cccc(N/N=C/c2cccc3ccccc23)c1
58	.	-4	-2	-2.9	1	3	-1	O=C(C[C@H]1CC[C@H](NS(=O)(=O)c2ccc(F)cc2)[C@H](CO)O1)NCCN1CCCCC1
59	12[16.7 µM]	-1	4	5.5	0	-5	6	C[C@H](CO)N1C[C@H](C)[C@H](CN(C)Cc2ccncc2)Oc2c(NC(=O)C3CCOCC3)cccc2C1=O
60	-3	1	3	0.1	1	-5	-4	Cc1cccc(OCC(=O)N2CCc3ccccc3C2)c1C
61	-4	.	1	2.3	-2	-2	-4	COc1cc(CNC(=O)CCn2nc(C)c3c(C)n(-c4ccccc4)nc3c2=O)cc(OC)c1OC
62	.	1	-1	0.8	1	-2	1	COc1cccc(S(=O)(=O)N[C@@H]2CC[C@H](CC(=O)NCc3ccc(Cl)cc3)O[C@@H]2CO)c1
63	-5	4	-1	0.9	-4	.	16	CCN(CC)CCCN(CC(=O)N(C)Cc1ccccc1)C(=O)c1ccc([N+](=O)[O-])cc1
64	.	-2	2	3.0	1	-3	6	Cc1noc(C)c1NC(=O)NCC[C@H]1CC[C@H](NC(=O)c2ccccc2)[C@H](CO)O1
65	.	2	-3	-1.1	-1	-9	?	CCCN1C(=O)c2ccccc2NC1c1ccc(O)c(OCC)c1 (stereo not given)
66	15[16.7 µM]	2	-2	1.0	1	-1	9	C[C@H]1CN([C@@H](C)CO)C(=O)c2cccc(NS(=O)(=O)c3cn(C)cn3)c2O[C@H]1CN(C)Cc1ccc(C(=O)O)cc1
67	-3	-2	-1	1.0	4	0	5	COc1ccc(-n2nc(C(=O)NCCCN3CCOCC3)c3ccccc3c2=O)c(OC)c1
68	1	4	3	0.5	2	0	-6	CCCC(=O)Nc1c(-c2ccccc2)[nH][nH]c1=O
69	.	5	1	-3.0	1	10	-2	COc1ccc(S(=O)(=O)N(C)C[C@H]2OCc3ccccc3-c3c(n(C)c4ccccc34)C(=O)N([C@H](C)CO)C[C@H]2C)cc1
70	-8	-1	4	4.7	-1	0	1	CC(C)C(=O)Nc1nc2cc3c(cc2s1)OCCO3
71	-7	2	-3	-1.9	0	-6	-2	CSc1nc2sc3c(c2c(=O)[nH]1)CC(C)(C)OC3
72	-2	0	-1	4.5	.	-3	-2	CN(Cc1ccccc1Cl)C(=O)c1cnccc1C(F)(F)F
73	2	-5	2	2.7	4	1	-1	COc1ccccc1OCc1ccc(C(=O)Nc2ccccc2)cc1
74	.	-1	-7	1.1	4	-4	17	O=C(Cn1[nH]c(=O)c2ccccc2c1=O)Nc1cccnc1
75	0[16.7 µM]	2	0	-3.3	-2	-11	-13	COc1ccc(S(=O)(=O)N(C)C[C@H]2Oc3ccc(NC(=O)CCN4CCOCC4)cc3C(=O)N([C@H](C)CO)C[C@@H]2C)cc1
